High-throughput results deposited in PubChem by several laboratories.
HRas wt GTP: human HRas wildtype GTP binding, change in either direction. P01112. GST-Ras wt beads, Bodipy-FL-GTP binding, flow cytometry; actives lie on both sides. GTP binding activity, % at 10 µM. actives 0.14% (n = 190,000). AID 759;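 active = GTP binding activity at least 20% away from the 100% baseline, either lowered as inhibitor or raised as activator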;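 note: 0% = unlabeled GTP competition control and 100% = no-compound control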
Rac1 act GTP bind: modulators of GTP binding to human Rac1 activated mutant | P63000 | GST-Rac1 activated beads, fluorescent GTP binding, flow cytometry; actives lie on both sides; 100% means binding = to untreated wells | percent activity (GTP binding), % at 10 µM | actives 0.11% (n = 190,000) | AID 764;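 active = GTP binding at least 20 percentage points away from the 100% baseline, in either direction, so actives lie on both sides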
Rac1 wt GTP bind: modulators of human Rac1 wildtype GTP binding | P63000 | GST-Rac1 beads, fluorescent GTP binding, flow cytometry; actives lie on both sides; 0 = cold GTP competed, 100 = untreated | GTP binding activity (% of control), % at 10 µM | actives 0.27% (n = 190,000);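 active = GTP binding activity at least 20 points away from the 100% control level, either lower or higher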
Rab7 wt modul: modulators of GTP binding to dog Rab7 wildtype GTPase | GST-Rab7 beads, fluorescent GTP binding, flow cytometry; actives lie on both sides; untreated = 100%, excess cold GTP = 0% | GTP binding activity (percent of control), % at 10 µM | actives 0.055% (n = 190,000) | AID 758;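 active = fluorescent GTP binding to Rab7 beads changed by at least 20 points from the 100% baseline, either direction, mostly lower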;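 note: median green fluorescence of bound Bodipy-FL-GTP per Rab7 bead population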
Rab2 wt GTP: changes GTP binding to wildtype dog Rab2A, up or down. GTP binding activity, % at 10 µM. GST-Rab2 wt beads, Bodipy-GTP binding, flow cytometry. actives 0.19% (n = 190,000). P61105;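 active = GTP binding activity at least 20 points away from 100%, either lowered or raised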;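 note: 0% = beads with excess unlabeled GTP and 100% = no-compound control corrected for plate trend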
Mcl1 Bid PPI: disrupts binding of human Mcl-1 to Bid peptide; TR-FRET Mcl-1/Bid-Dy647 peptide binding, 1536-well; inhibition, % at 21.7 µM; actives 0.97% (n = 220,000); AID 1021;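 active = compounds that cut the binding signal by more than half at the single screening dose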;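 note: His-tagged Mcl-1 with europium anti-His antibody binding Bid BH3 peptide; 0% = Mcl-1 plus peptide wells and 100% = peptide-only wells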
Target sequence (Q07820 whole entry, looked up): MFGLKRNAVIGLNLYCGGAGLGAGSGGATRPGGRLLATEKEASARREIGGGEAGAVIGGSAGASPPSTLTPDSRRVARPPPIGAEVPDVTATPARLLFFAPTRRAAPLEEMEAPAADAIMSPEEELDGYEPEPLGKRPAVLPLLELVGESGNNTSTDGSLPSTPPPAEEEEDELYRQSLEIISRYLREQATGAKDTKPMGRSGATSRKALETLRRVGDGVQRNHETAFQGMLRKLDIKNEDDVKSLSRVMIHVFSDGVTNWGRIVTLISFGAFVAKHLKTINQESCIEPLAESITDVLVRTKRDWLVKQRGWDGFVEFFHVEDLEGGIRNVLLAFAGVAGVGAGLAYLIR
Cdc42 wt: human Cdc42 wildtype GTP binding change, either direction; percent activity (GTP binding), % at 10 µM; GST-Cdc42 beads, Bodipy-GTP binding, flow cytometry; actives lie on both sides; actives 0.2% (n = 190,000);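 active = percent activity GTP binding at least 20 points away from the 100% baseline, either down as inhibitor or up as activator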;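 note: median bead fluorescence of bound Bodipy-FL-GTP at 100 nM; 0% = excess unlabeled GTP control and 100% = no compound control; below 100% means less GTP binding so inhibitor and above means activator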
Target sequence (P60953 whole entry, looked up): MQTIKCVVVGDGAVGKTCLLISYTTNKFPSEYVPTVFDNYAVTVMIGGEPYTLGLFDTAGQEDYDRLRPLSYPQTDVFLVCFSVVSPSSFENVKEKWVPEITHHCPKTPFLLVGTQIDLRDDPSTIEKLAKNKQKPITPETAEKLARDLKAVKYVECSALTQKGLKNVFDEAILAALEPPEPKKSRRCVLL
Avidin fluor: avidin bead compound fluorescence profile. Avidin beads, compound fluorescence 488/530 nm, flow cytometry; stronger effect = higher value. fluorescence (KMESF) at 10 µM. actives 0.38% (n = 220,000); in the data active = fluorescence above about 47; note: inactives centre near 10
Pf gamet viab: inhibitors of late stage P. falciparum gametocyte viability; actives 0.065% (n = 150,000); AID 743093; P. falciparum stage V gametocytes, ATP luminescence, 24 h; inhibition, % at 10.9 µM;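 active = inhibition above the mean plus 3 SD of compounds within the control limits, set per campaign, cut at about 38% in these data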;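 note: 0% = DMSO wells and 100% = medium only without gametocytes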
GSH fluor: GSH bead compound fluorescence profile | GSH beads flow cytometry, compound fluorescence 488/530 nm; stronger effect = higher value | fluorescence (KMESF) at 10 µM | actives 0.25% (n = 190,000) | AID 1776; in the data active = fluorescence above about 89;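 note: glutathione beads carrying GST-tagged Bcl family fusion proteins plus one bare bead set; values are compound well signal with DMSO vehicle wells as background; inactives centre near 16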
Mcl1-Noxa inh: Mcl-1/Noxa interaction inhibition; TR-FRET Mcl-1/Noxa peptide binding, 2 h; inhibition, % at 21.7 µM; actives 1.5% (n = 220,000); Q07820;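 active = compounds that cut the protein-peptide binding signal by more than 50% relative to plate controls in a single-dose test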;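 note: His-tagged Mcl-1 with rhodamine Noxa BH3 peptide and terbium anti-His antibody; 0% = Mcl-1 plus Noxa peptide wells and 100% = peptide-only wells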
The depositor's hits bear a star; x = not tested or not shown.

SMILES	HRas wt GTP	Rac1 act GTP bind	Rac1 wt GTP bind	Rab7 wt modul	Rab2 wt GTP	Mcl1 Bid PPI	Cdc42 wt	Avidin fluor	Pf gamet viab	GSH fluor	Mcl1-Noxa inh
Cc1cc(C=O)c2c(c1)C=CC1(Oc3ccccc3C(=O)N1C)O2 (stereo not given)	101.0	96.0	104.0	103.0	99.0	-4.2	99.0	10	x	29	-8.9
Cc1ccc(C2(CCNC(C)c3cccs3)CCOC(C(C)C)C2)cc1 (stereo not given)	99.0	96.0	103.0	108.0	104.0	-15.7	94.0	10	-3.1	17	7.7
C=CCn1c(=O)[nH]c2cc(C(=O)N3CC=C(c4ccccc4)CC3)ccc2c1=O	93.0	93.0	92.0	100.0	96.0	-29.4	92.0	12	20.0	16	16.7
Cc1ccc(C(=O)C(OC(=O)c2cnccn2)c2ccccc2)cc1 (stereo not given)	97.0	96.0	98.0	102.0	100.0	-18.1	98.0	11	-3.6	19	-1.6
COCCn1c(SCC(=O)c2cccc(OC)c2)nnc1-c1ccco1	99.0	96.0	102.0	95.0	98.0	12.8	104.0	33	-10.2	24	20.9
COc1ccccc1Nc1nc(-c2cccs2)cs1	99.0	97.0	98.0	94.0	98.0	x	99.0	9	x	30	x
COc1ccc(C)cc1NC(=O)C(Sc1nnc(-c2ccncc2)n1-c1ccc(Cl)cc1)c1ccccc1 (stereo not given)	96.0	98.0	97.0	99.0	97.0	-12.0	96.0	16	-9.4	14	6.4
C=CCNC(=O)C1CC(=O)N(c2ccc(OCC(=O)Nc3cccc(OC)c3)cc2)C1 (stereo not given)	105.0	102.0	101.0	103.0	103.0	-9.5	105.0	9	x	20	-2.1
CCOC(=O)c1sc(=S)n(-c2cc(OC)ccc2OC)c1N	101.0	99.0	103.0	100.0	99.0	-13.2	104.0	10	11.4	15	-16.9
CCOC(=O)c1ccc(N2C(=O)CC(N3CCC(C(N)=O)(N4CCCCC4)CC3)C2=O)cc1 (stereo not given)	102.0	99.0	105.0	99.0	102.0	-1.9	103.0	23	3.2	13	28.8
O=C(Cc1cccs1)NCCCc1ccccc1	97.0	94.0	97.0	102.0	99.0	-18.5	96.0	10	x	10	-2.0
CCc1ccc(NCCC(=O)c2ccc(Cl)cc2)cc1	104.0	100.0	101.0	105.0	103.0	-33.8	104.0	11	x	16	20.6
O=S(=O)(NCCNS(=O)(=O)c1ccc(F)cc1)c1ccc(F)cc1	104.0	99.0	107.0	104.0	101.0	-19.3	103.0	8	x	41	5.2
COC(=O)CC(NC(=O)C1CC1)c1ccc2c(c1)OCO2 (stereo not given)	95.0	95.0	96.0	93.0	100.0	-1.1	99.0	8	6.3	15	10.2
O=C(Nc1ccc(S(=O)(=O)N2CCOCC2)cc1)c1ccc(Cl)s1	101.0	99.0	107.0	99.0	101.0	-22.1	101.0	21	10.8	23	-0.5
COc1ccc(OCC(=O)Nc2nc3ccc(NC(C)=O)cc3s2)cc1	102.0	95.0	101.0	104.0	100.0	-20.5	96.0	6	x	17	9.9
CCc1c(C)sc(NC(=O)C2CCCCC2C(=O)O)c1C(N)=O (stereo not given)	100.0	98.0	100.0	103.0	99.0	-27.0	99.0	7	x	14	6.7
COc1ccc2sc(N(CCN(C)C)C(=O)/C=C/c3cccs3)nc2c1	96.0	91.0	104.0	98.0	97.0	-4.7	101.0	10	-0.2	24	10.5
c1ccc2c(c1)OCC(c1nn3cnnc3s1)O2 (stereo not given)	105.0	100.0	107.0	107.0	106.0	27.7	107.0	6	-16.7	45	8.0
CCN(CCCNC(=O)CNC(=O)Cn1cnc2ccccc2c1=O)c1ccccc1	104.0	101.0	110.0	105.0	103.0	-32.8	109.0	29	21.4	23	4.3
O=C(COC(=O)c1cccnc1Nc1ccccc1F)NCCN1C(=O)CSC1=O	98.0	99.0	101.0	98.0	100.0	-10.0	98.0	9	-47.3	36	-4.8

Some of the entries so far, bar-delimited:
compound | HRas wt GTP | Rac1 act GTP bind | Rac1 wt GTP bind | Rab7 wt modul | Rab2 wt GTP | Mcl1 Bid PPI | Cdc42 wt | Avidin fluor | Pf gamet viab | GSH fluor | Mcl1-Noxa inh
O=C(COC(=O)c1cccnc1Nc1ccccc1F)NCCN1C(=O)CSC1=O | 98.0 | 99.0 | 101.0 | 98.0 | 100.0 | -10.0 | 98.0 | 9 | -47.3 | 36 | -4.8
COc1ccc2sc(N(CCN(C)C)C(=O)/C=C/c3cccs3)nc2c1 | 96.0 | 91.0 | 104.0 | 98.0 | 97.0 | -4.7 | 101.0 | 10 | -0.2 | 24 | 10.5
CCc1c(C)sc(NC(=O)C2CCCCC2C(=O)O)c1C(N)=O (stereo not given) | 100.0 | 98.0 | 100.0 | 103.0 | 99.0 | -27.0 | 99.0 | 7 | x | 14 | 6.7
CCN(CCCNC(=O)CNC(=O)Cn1cnc2ccccc2c1=O)c1ccccc1 | 104.0 | 101.0 | 110.0 | 105.0 | 103.0 | -32.8 | 109.0 | 29 | 21.4 | 23 | 4.3

Among those listed so far, these have fluorine:
SMILES	HRas wt GTP	Rac1 act GTP bind	Rac1 wt GTP bind	Rab7 wt modul	Rab2 wt GTP	Mcl1 Bid PPI	Cdc42 wt	Avidin fluor	Pf gamet viab	GSH fluor	Mcl1-Noxa inh
O=S(=O)(NCCNS(=O)(=O)c1ccc(F)cc1)c1ccc(F)cc1	104.0	99.0	107.0	104.0	101.0	-19.3	103.0	8	x	41	5.2
O=C(COC(=O)c1cccnc1Nc1ccccc1F)NCCN1C(=O)CSC1=O	98.0	99.0	101.0	98.0	100.0	-10.0	98.0	9	-47.3	36	-4.8
